GPR55 activation: GPR55 agonists via beta-arrestin recruitment, primary screen, imaging, U2OS cells, beta-arrestin-GFP redistribution (AID 1961) | one-dose activation, % at 10 µM; EC50 in µM for titrated hits | actives 0.048% (n = 290,000) | U2OS GPR55 beta-arrestin-GFP redistribution imaging; higher % means a stronger effect | G-protein coupled receptor 55 (Homo sapiens);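 active = activation above 40% with more than 50 cells counted in the well; inconclusive = wells holding fewer than 50 cells, flagged as toxic or sparse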;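 also: U2OS osteosarcoma cells stably expressing GPR55 and beta-arrestin-GFP; plate controls were DMSO negative control for no effect and LPI positive control for full effect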
SV40 large T antigen: SV40 large T antigen inhibitors, biochemical (AID 1903); actives 0.39% (n = 310,000); inhibition, % at 20 µM; hits with a dose series show IC50 in µM; SV40 large T antigen ATPase/helicase inhibition assay; higher % means a stronger effect; in the data active = a potency from the dose series; inconclusive = inhibition mostly from about 32% at the one dose, without a potency; inactive = the rest, 99 in 100 with inhibition below about 32%; also: strong numbers were not always called active
Rac1 GTP hydrolysis: MgcRacGAP GTPase-activating activity inhibitors, confirmation, biochemical, ADP Hunter fluorescence. actives 0.6% (n = 340,000). MgcRacGAP-stimulated Rac1 GTP hydrolysis, ADP Hunter fluorescence; higher % means a stronger effect; GST-tagged Rac1 F28L mutant substrate. inhibition, % at 30 µM, or IC50 in µM where a hit was titrated. AID 624330, 2012. Rac GTPase-activating protein 1 (Homo sapiens);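 active = first-screen hits whose inhibition reached a set limit at any dose in the follow-up dose series; inconclusive = inhibition above the set first-screen limit but never retested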;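 also: fluorescence reports GDP produced by GAP-driven GTP hydrolysis; strong numbers were not always called active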
Dengue-2 NS5 capping: Dengue-2 NS5 methyltransferase inhibitors, primary screen, biochemical, confirmation dose response (AID 588689) | Genome polyprotein (Dengue virus type 2 (strain 16681-PDK53)) | Dengue-2 NS5 methyltransferase capping enzyme assay, biochemical; higher % means a stronger effect | one-dose inhibition, % at 25 µM; IC50 in µM for titrated hits | actives 0.3% (n = 340,000); in the data active = a potency from the dose series; inconclusive = inhibition above about 29% without an active follow-up result
Yfh1-off respiration: enhancers of respiration in Yfh1-depleted yeast, dose response, Friedreich's ataxia, plus single-dose screen (AID 1465) | S. cerevisiae Yfh1-off respiration, WST-1 reduction, 72 h; higher fold induction means a stronger effect | one-dose fold induction at 50 µM; EC50 in µM for titrated hits | actives 0.074% (n = 220,000);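 active = fold induction of absorbance versus untreated yeast above a set limit, then at least 30% activation at any dose in follow-up; inconclusive = repeats straddling the limit, or above it without dose testing; inactive = fold induction below the set limit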;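 also: activators that raise dye reduction in frataxin-depleted yeast; strong numbers were not always called active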
AID2073: inhibitors of Mint1-CaV2.2 protein interaction, biochemical, HTRF (AID 2073). one-dose inhibition, % at 20 µM; IC50 in µM for titrated hits. Voltage-dependent N-type calcium channel subunit alpha-1B (Homo sapiens). HTRF protein-protein interaction, Mint1-CaV2.2; higher % means a stronger effect. actives 0.19% (n = 290,000); in the data active = inhibition mostly above about 51%, no sharp cut-off; inconclusive = no clear call, values can overlap the other calls; inactive = mostly below about 53%; also: some results filed as inactive read as strong as hits
NTR1 ag: agonists of NTR1, primary screen, imaging, U2OS cells, beta-arrestin-GFP, high content (AID 493036). NTR1-U2OS beta-arrestin-GFP spot imaging, agonist mode. activation, % at 20 µM. actives 0.17% (n = 330,000);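 active = activation at or above 40% of the spot to cytoplasm intensity ratio, with at least 20 cells analyzed; inconclusive = wells under 20 cells, flagged as cytotoxic or low count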;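 also: 0% = DMSO without peptide and 100% = 100 nM NTR1 peptide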
Target sequence (P30989 whole entry, looked up): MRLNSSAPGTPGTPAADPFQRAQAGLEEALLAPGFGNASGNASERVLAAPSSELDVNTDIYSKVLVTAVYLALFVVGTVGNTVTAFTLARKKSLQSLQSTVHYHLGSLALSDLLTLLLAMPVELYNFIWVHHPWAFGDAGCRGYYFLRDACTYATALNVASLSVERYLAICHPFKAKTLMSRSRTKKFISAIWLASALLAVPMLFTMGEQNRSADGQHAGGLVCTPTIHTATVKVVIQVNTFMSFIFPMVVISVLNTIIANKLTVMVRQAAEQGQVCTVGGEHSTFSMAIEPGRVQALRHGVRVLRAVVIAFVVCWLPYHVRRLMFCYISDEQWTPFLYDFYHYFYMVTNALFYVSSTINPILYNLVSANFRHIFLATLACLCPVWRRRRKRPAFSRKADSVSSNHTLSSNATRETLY
GPR55 LPI antagonism: GPR55 antagonists blocking LPI-driven arrestin recruitment, primary screen, imaging, U2OS, beta-arrestin-GFP, LPI agonist (AID 2013) | actives 0.13% (n = 290,000) | G-protein coupled receptor 55 (Homo sapiens) | inhibition, % at 10 µM; hits with a dose series show IC50 in µM | U2OS GPR55 beta-arrestin-GFP translocation imaging, LPI antagonism; higher % means a stronger effect;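 active = spots per cell inhibited over 60%, with over 100 cells counted and total cytoplasm intensity under 500,000; inconclusive = wells with under 100 cells, flagged as likely toxic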;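 also: U2OS cells stably carrying GPR55 and arrestin-GFP stimulated by 5 µM LPI near EC80; imaged beta-arrestin-GFP aggregate spots per cell after agonist stimulation; plate controls were LPI-stimulated DMSO wells for no effect and DMSO wells without LPI for full effect; some results filed as inactive read as strong as hits; confirmed hits need IC50 under 10 µM and bright autofluorescent wells are also inconclusive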
GPR35 arrestin U2OS: GPR35 antagonists blocking zaprinast-driven arrestin recruitment, primary screen, imaging, U2OS, beta-arrestin-GFP, zaprinast agonist (AID 2058) | G-protein coupled receptor 35 (Homo sapiens) | U2OS GPR35 beta-arrestin-GFP translocation imaging, zaprinast antagonism; higher % means a stronger effect | inhibition, % at 10 µM, or IC50 in µM where a hit was titrated | actives 0.052% (n = 290,000);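 active = inhibition of at least 50% with at least 30 cells and total cytoplasm GFP at most 10,000,000; inconclusive = under 30 cells or total GFP of 10,000,000 plus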
NTR1 ag cell count 20 µM: further read-out of NTR1 ag, marked with its call; cell count; measured here: cell count, cytotoxicity flag
Dengue-2 NS5 capping pilot replicate: also measured in Dengue-2 NS5 capping; calls as there; inhibition, %; measured here: pilot screen replicate inhibition
* hit, by the source's call; i = inactive; ? = inconclusive; nt = no result given.

SMILES	GPR55 activation	SV40 large T antigen	Rac1 GTP hydrolysis	Dengue-2 NS5 capping	Yfh1-off respiration	AID2073	NTR1 ag	NTR1 ag cell count 20 µM	GPR55 LPI antagonism	GPR35 arrestin U2OS	others
Cc1cccc(OCC(=O)NCC(=O)N/N=C/c2ccccc2)c1	-0.1%	6%	4%	5%	nt	-14%	1.3	42	13%	11%
O=C1c2ccccc2N2C(=O)c3ccccc3[C@H]2N1c1ccccc1	-0.1%	3%	1%	-7%	i	-9%	-0.2	63	2%	0%
CCN(CC)S(=O)(=O)c1cc(NC(=O)c2ccc(Br)s2)ccc1C	0.2%	4%	7%	-1%	i	2%	6.6	37	5%	1%
Cc1cc(C)cc(NS(=O)(=O)c2cc(C(=O)NCc3ccccn3)ccc2Cl)c1	-0.2%	4%	8%	-6%	i	2%	1.1	49	-5%	-5%
CC1(C(=O)NCc2ccc(Cl)c(Cl)c2)Oc2ccccc2NC1=O (stereo not drawn)	-0.3%	16%	5%	1%	i	41%	-1.8	60	6%	-8%
O=C(NCc1ccco1)/C(=C/c1cccnc1)NC(=O)c1cccc(Br)c1	-0.1%	7%	4%	0%	i	-6%	1.4	91	0%	8%	Dengue-2 NS5 capping pilot replicate=-2.7
O=C(CN1C(=O)NC2(CCCCCC2)C1=O)c1ccc(OC(F)F)cc1OC(F)F	nt	17%	2%	-6%	nt	nt	0.2	66	nt	nt
CC(=O)Cn1nnc2sc3c(c2c1=O)CCC(C(C)(C)C)C3 (stereo not drawn)	0.1%	11%	11%	1%	i	0%	16	61	5%	3%
Cc1ccccc1NC(=O)/C(=C/c1ccccc1)c1ccccc1	-0.1%	8%	7%	-9%	i	3%	2.7	44	59%	7%
CC1CCN(c2ccc3nnc(CCC(=O)Nc4cccc(F)c4)n3n2)CC1	0.6%	12%	14%	-2%	nt	1%	0.6	57	12%	-11%
O=C(Cn1[nH]c(=O)c2ccccc2c1=O)NCc1cccnc1	0.2%	-3%	3%	0%	i	16%	-1.7	78	8%	7%
N/C(CSc1ncccc1C(F)(F)F)=N\O	-0.2%	8%	4%	-2%	i	1%	0.1	76	-1%	-9%
O=C(CCC(=O)N1CCOc2ccccc21)NCCCN1CCOCC1	0.4%	2%	7%	-2%	nt	2%	-1.3	93	5%	-12%
CCOc1ccccc1N1CCN(C(=O)COc2ccc3c(C)cc(=O)oc3c2)CC1	-0.7%	13%	3%	-2%	i	8%	0.4	52	2%	-2%
O=C(O)c1ccccc1-c1nc2ccccc2[nH]1	0.0%	8%	2%	6%	i	17%	1.3	43	1%	12%
CC(=O)N1CCC2(CC1)CC(=O)c1cc(Cl)ccc1O2	nt	23%	7%	-4%	i	nt	-0.4	93	nt	nt
CC(C)(C)NC(=O)COC(=O)c1cc(F)c(F)cc1Cl	0.7%	61%	-4%	4%	i	9%	-5.5	74	6%	-6%
C=CCSc1nnc(-c2ccccc2NC(C)=O)c(=O)[nH]1	0.3%	2%	-3%	-5%	i	2%	-2.1	74	1%	4%
Cc1cc(Nc2ccc(C)c(C)c2)c2ccccc2n1	0.6%	6%	-1%	-5%	nt	6%	6.6	58	12%	-13%	Dengue-2 NS5 capping pilot replicate=-5.5
COc1ccc(Br)cc1CN1CCN(S(=O)(=O)Cc2ccccc2)CC1	0.3%	-1%	19%	-2%	nt	5%	1.3	44	-12%	-10%
Nc1ncnc2nc(SCc3ccc(Cl)cc3Cl)[nH]c12	-0.2%	1%	15%	-2%	nt	5%	1.9	45	-6%	0%
COc1cccc(/C=C2\SC(=S)N(CCC(=O)NC3C=CS(=O)(=O)C3)C2=O)c1 (stereo not drawn)	-0.2%	10%	5%	16%	nt	7%	1.0	63	3%	-6%
Cc1ccc(N2C(=O)C3C(C2=O)C2C=CC3C23CC3)c([N+](=O)[O-])c1 (stereo not drawn)	-0.8%	-3%	12%	-4%	i	6%	-1.5	84	4%	15%
Brc1ccc(-c2csc(/N=C/N3CCCC3)n2)cc1	0.0%	1%	10%	-4%	i	48%	2.4	45	1%	-3%
COc1ccc(C(=O)NCc2ccc(C)cc2)cc1S(=O)(=O)N1CCCc2ccccc21	-0.2%	4%	4%	-4%	i	-7%	-1.9	86	7%	-6%
CCNc1nc(NCC)nc(N/N=C(\C)c2ccc(OC)cc2)n1	-0.2%	9%	2%	-2%	i	-9%	1.8	40	0%	-11%
CC(C)CN(C(=O)CN(C)C(=O)Cc1ccccc1Cl)c1c(N)n(CC(C)C)c(=O)[nH]c1=O	-0.1%	23%	6%	1%	nt	-4%	-0.6	50	0%	-1%
N#CC1(c2nc3ccccc3[nH]2)CC1c1ccc2c(c1)OCO2 (stereo not drawn)	-0.1%	5%	-4%	-3%	i	-1%	1.5	91	-7%	14%
COc1ccc(C2=NN(C(=O)CN3CCCCC3)C(c3ccc(C)cc3)C2)cc1 (stereo not drawn)	0.2%	5%	2%	-2%	i	-3%	3.6	48	-3%	-6%
CSCC(C)N1CCC(n2nccc2NC(=O)CCCc2ccccc2)CC1 (stereo not drawn)	-0.3%	11%	0%	?	nt	6%	1.1	51	61%	2%
Cc1ccc(S(=O)(=O)N2CCC(Oc3cccc(C(F)(F)F)c3)CC2)cc1	-0.1%	12%	-2%	-6%	nt	47%	-0.2	46	3%	-4%
COCCNC(=O)C(c1ccc(C)cc1)N(Cc1cccs1)C(=O)CCC(=O)Nc1ccccn1 (stereo not drawn)	-0.2%	7%	5%	-2%	nt	-1%	0.4	43	-5%	4%
O=C(Nc1sc2c(c1C(=O)O)CCC2)C(=O)N1CCOCC1	-0.1%	8%	17%	9%	nt	11%	1.4	50	13%	-10%
O=C(Nc1ccc2ccccc2n1)c1ccccc1	-0.1%	28%	4%	1%	nt	8%	-1.6	68	-2%	-9%
CC(=O)Nc1ccc(OCC(=O)NC(C)c2ccc(F)cc2)cc1 (stereo not drawn)	-0.2%	12%	5%	0%	i	-1%	-0.6	38	8%	2%
CC(C)(C)c1cc(C(=O)O)c(CN2CCCCC2)o1	-2.3%	12%	3%	-3%	i	-6%	-0.4	57	18%	2%
COc1ccc(C)cc1N(CC(=O)NC1CCCC1)C(=O)Cn1nnc(-c2ccc(C)o2)n1	0.2%	nt	6%	-6%	nt	3%	-1.7	66	-3%	-10%
O=C(N/C(=C\c1ccc(Cl)cc1)C(=O)N1CCOCC1)c1ccc([N+](=O)[O-])cc1	-0.4%	-4%	-13%	-6%	i	1%	-1.1	32	2%	-3%
O=[N+]([O-])c1ccc(N2CCN(c3ccccc3F)CC2)nc1	-0.1%	3%	nt	-9%	nt	14%	nt	nt	0%	-5%
O=C(COC(=O)c1cc(-c2cccs2)nn1-c1ccccc1)Nc1cc([N+](=O)[O-])ccc1Cl	0.7%	-1%	11%	0%	i	-1%	-0.1	64	6%	-1%

5 entries already listed, sorted by count of non-hydrogen atoms, highest first.
SMILES	GPR55 activation	SV40 large T antigen	Rac1 GTP hydrolysis	Dengue-2 NS5 capping	Yfh1-off respiration	AID2073	NTR1 ag	NTR1 ag cell count 20 µM	GPR55 LPI antagonism	GPR35 arrestin U2OS	others
COCCNC(=O)C(c1ccc(C)cc1)N(Cc1cccs1)C(=O)CCC(=O)Nc1ccccn1 (stereo not drawn)	-0.2%	7%	5%	-2%	nt	-1%	0.4	43	-5%	4%
O=C(COC(=O)c1cc(-c2cccs2)nn1-c1ccccc1)Nc1cc([N+](=O)[O-])ccc1Cl	0.7%	-1%	11%	0%	i	-1%	-0.1	64	6%	-1%
COc1cccc(/C=C2\SC(=S)N(CCC(=O)NC3C=CS(=O)(=O)C3)C2=O)c1 (stereo not drawn)	-0.2%	10%	5%	16%	nt	7%	1.0	63	3%	-6%
O=[N+]([O-])c1ccc(N2CCN(c3ccccc3F)CC2)nc1	-0.1%	3%	nt	-9%	nt	14%	nt	nt	0%	-5%
Nc1ncnc2nc(SCc3ccc(Cl)cc3Cl)[nH]c12	-0.2%	1%	15%	-2%	nt	5%	1.9	45	-6%	0%

Continued:
SMILES	GPR55 activation	SV40 large T antigen	Rac1 GTP hydrolysis	Dengue-2 NS5 capping	Yfh1-off respiration	AID2073	NTR1 ag	NTR1 ag cell count 20 µM	GPR55 LPI antagonism	GPR35 arrestin U2OS	others
Oc1ccc(Br)cc1C=Nc1ccc(Cl)cc1	-0.4%	1%	8%	-6%	i	18%	1.7	79	8%	-11%
COCCC(=O)Nc1ccc2c(c1)CN(C(=O)CCSC)CC2	1.2%	7%	2%	0%	i	13%	1.0	45	12%	-7%
O=C(/C=C/c1ccccc1)Nc1cccc(S(=O)(=O)Nc2ccccc2F)c1	-0.1%	2%	24%	-7%	i	-12%	0.0	55	11%	5%
Cc1ccc(CSc2ccc(-c3ccc4c(c3)OCO4)nn2)cc1	-0.6%	10%	7%	14%	i	2%	4.1	67	-28%	13%
O=C(Nc1ccccc1)C1=C(O)CC(c2ccco2)CC1=Nc1ccccc1 (stereo not drawn)	0.3%	4%	10%	5%	i	17%	14	83	6%	0%
COc1ccc(-c2cc(NCc3ccccn3)n3ncnc3n2)cc1	-0.1%	12%	11%	-1%	nt	10%	-0.4	43	-11%	-4%
CCOCCCNC(=O)c1ccc(/C=C2\Oc3ccccc3N(C)C2=O)cc1	0.0%	4%	0%	-5%	nt	21%	1.8	44	0%	13%
COc1ccccc1C(=O)Nc1ccc(C(=O)O)cc1	0.3%	11%	-2%	-3%	i	1%	0.2	100	5%	-8%
O=C(NCc1ccccc1)N1CCn2c(nc3ccccc32)C1	-0.1%	9%	13%	0%	i	7%	-1.5	53	2%	-4%
CC1=C([N+](=O)[O-])C(c2ccccc2Cl)NC(=O)N1C (stereo not drawn)	-0.3%	6%	11%	-6%	nt	15%	0.7	50	-2%	3%	Dengue-2 NS5 capping pilot replicate=-7.0
Cn1c(CCN2CCOCC2)nc2cc(NS(=O)(=O)c3ccccc3)ccc21	-0.1%	3%	11%	3%	i	-4%	0.9	58	10%	-6%
CCC(=O)N1CCN(c2cc(N3CCCC3)c(F)cc2[N+](=O)[O-])CC1	nt	6%	9%	-2%	nt	nt	2.4	81	nt	nt

Source: PubChem BioAssay
